FUS yeast rescue: FUS proteinopathy suppression in yeast; 390,000 tested, 0.24% active; S. cerevisiae FUS-expressing, growth rescue, OD600, 24 h; Potency, µM (titrated, usually from 76.6 µM), for inactives: at the top dose growth rescue (activation), hits mostly activators;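 also: potency is read from the fitted curve at half-maximal effect; plate controls were DMSO vehicle for no effect and reference control for full effect; nearly all actives have a fitted effect of over 55% in size; some results filed as inactive show a strong effect at the top dose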
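Galactose (2%) drives FUS expression in yeast precultured in raffinose; seeding density OD 0.005. Test compounds incubated 24hr at 30C and 99% humidity before absorbance at 600 nm was measured.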
Akt phos inh: blocks phosphorylation of Akt; 360,000 tested, 0.32% active; AID 651550; Neuro2A IGF-stimulated pAkt S473 HTRF, 20 min; hits give low values; activity change, % for hits at 50 µM; in the data active = activity change below about -80%; inconclusive = mostly about -51% to -80%; also: % is scaled to controls: 0 for no effect and ±100 for the full control effect
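Neuro2A cells in DMEM with 0.5% FBS, overnight at 37 deg C, given compound at single 50 µM final, then IGF (6 nM final) for 20 min at 37 deg C. Lysed; phospho-Akt Ser473 by HTRF after 24 h, 665/615 ratio.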
aSyn yeast inh: rescues yeast growth from alpha-synuclein toxicity; Yeast expressing alpha-synuclein, growth rescue, BacTiter-Glo, 24 h; Potency, µM (titrated, usually from 46.1 µM), inactives show at the highest dose growth rescue (activation), most hits filed as activators; 370,000 tested, 0.14% active; AID 652106; also: potency is read from the fitted curve at half-maximal effect; % of control where 0% means no effect; nearly all actives have a fitted effect of over 65% in size
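Galactose-induced alpha-syn yeast (OD600=0.02, raffinose-pregrown) + pinned cpd, 24 hr, 30 deg C; growth by BacTiter-Glo luminescence. Growth restoration scores as activation.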
PTHR1 ag: agonists of human PTHR1 parathyroid hormone receptor; HEK293 GP2 PTHR1 cells, GloSensor cAMP luminescence, 1 h; AID 743266; Q03431; Potency, µM (doses to about 115 µM), for inactives: top-dose activation, actives largely listed as activators; 410,000 tested, 0.075% active; also: potency is read from the fitted curve at half-maximal effect; nearly all actives have a fitted effect of over 55% in size; some results filed as inactive show a strong effect at the top dose; inactives centre near -15; many of its hits are not listed in these tables
Target sequence (Q03431 whole entry, looked up): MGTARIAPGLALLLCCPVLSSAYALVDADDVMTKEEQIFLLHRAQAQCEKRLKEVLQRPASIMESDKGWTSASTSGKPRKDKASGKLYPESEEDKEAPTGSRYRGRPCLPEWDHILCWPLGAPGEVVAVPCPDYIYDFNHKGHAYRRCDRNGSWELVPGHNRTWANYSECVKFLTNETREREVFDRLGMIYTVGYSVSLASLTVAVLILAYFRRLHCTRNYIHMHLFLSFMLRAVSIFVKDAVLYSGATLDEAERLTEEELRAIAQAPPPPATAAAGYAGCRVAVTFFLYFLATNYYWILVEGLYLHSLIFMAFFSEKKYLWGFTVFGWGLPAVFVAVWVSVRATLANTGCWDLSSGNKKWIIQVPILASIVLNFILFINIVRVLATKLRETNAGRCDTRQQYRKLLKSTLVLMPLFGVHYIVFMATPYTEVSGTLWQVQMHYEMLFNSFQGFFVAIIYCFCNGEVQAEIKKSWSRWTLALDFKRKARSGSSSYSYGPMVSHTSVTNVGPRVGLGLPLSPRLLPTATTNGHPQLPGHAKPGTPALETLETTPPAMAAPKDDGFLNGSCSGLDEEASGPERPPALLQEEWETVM
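HEK-293-derived GP2 cells expressing PTHR1 and a GloSensor cAMP reporter, 3,000/well, plated overnight, given luciferin plus IBMX (each 0.5 mM as added) for 1 h at 37 °C, then compound for 1 h at 37 °C. Luminescence was read after 15 min at room temperature.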
HEK293 tox: cytotoxicity in counter-screen for GLP-1R inverse agonists; AID 624418; 410,000 tested, 0.13% active; Potency, µM (titrated, usually from 38.3 µM), inactives show at the top dose activity change, negative = inhibition, most hits filed as inhibitors; HEK293 cAMP-luciferase reporter cells, luminescence, 24 h;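 also: loss of luciferase light is scored as toxicity; potency is read from the fitted curve at half-maximal effect; % is scaled to controls: 0 for no effect and ±100 for the full control effect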
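A 23 nL compound transfer followed 12 hours of cell culture at 37 deg C; exposure then lasted 24 hr. Luciferase assay detection reagent was dispensed and plates read for luminescence after a 12 min room-temperature wait.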
GLP-1R inv ag: inverse agonists of human GLP-1 receptor; P43220; HEK293 GLP-1R CRE-luciferase, luminescence, 24 h; GLP-1R form is constitutively active; Potency, µM (doses to about 38.3 µM), for the others: at the highest dose activity change, negative = inhibition, most hits filed as inhibitors; 410,000 tested, 1.6% active; also: potency is read from the fitted curve at half-maximal effect; % is scaled to controls: 0 for no effect and ±100 for the full control effect; nearly all actives have a fitted effect of over 55% in size
Target sequence (P43220 whole entry, looked up): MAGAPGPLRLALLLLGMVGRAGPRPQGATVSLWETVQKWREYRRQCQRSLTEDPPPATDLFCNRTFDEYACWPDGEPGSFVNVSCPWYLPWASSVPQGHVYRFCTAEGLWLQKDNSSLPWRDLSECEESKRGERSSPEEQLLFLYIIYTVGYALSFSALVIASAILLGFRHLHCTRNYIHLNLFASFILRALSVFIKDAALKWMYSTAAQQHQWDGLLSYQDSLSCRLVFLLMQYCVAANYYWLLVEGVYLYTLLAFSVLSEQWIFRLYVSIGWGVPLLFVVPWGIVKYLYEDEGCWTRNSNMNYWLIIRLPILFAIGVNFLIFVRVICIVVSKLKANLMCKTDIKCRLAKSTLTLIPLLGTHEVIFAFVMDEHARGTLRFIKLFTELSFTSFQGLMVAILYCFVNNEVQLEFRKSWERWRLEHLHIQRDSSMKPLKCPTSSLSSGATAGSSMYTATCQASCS
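Stable HEK293 clone (constitutively active GLP-1R + cAMP-response luciferase); 200 cells/uL plated, 12 h pre-culture, compound 24 hr, 37 deg C/5% CO2; detection reagent 12 min RT; luminescence.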
TDP43 rescue: rescues yeast growth from TDP-43 toxicity. TDP-43 expressing yeast growth rescue, BacTiter-Glo, 24 h. Potency, µM (doses to about 46.1 µM), inactives show at the top dose growth rescue (activation), most hits filed as activators. 410,000 tested, 1.8% active; also: potency is read from the fitted curve at half-maximal effect; % of control where 0% means no effect; nearly all actives have a fitted effect of over 50% in size
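Growth rescue of TDP-43-toxic yeast measured as ATP luminescence (BacTiter-Glo). Cells grown to mid-log in raffinose, induced in galactose at OD600=0.02, exposed to compound 24 hr at 30 deg C.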
Abeta yeast res: restores growth of yeast expressing A-beta42 peptide; yeast expressing A-beta42, growth rescue, OD600, 48 h; response scale: 0% DMSO, 100% iron-clioquinol control; Potency, µM (top dose mostly 46.1 µM), for inactives: at the highest dose growth rescue, most hits filed as activators; 410,000 tested, 0.063% active; AID 1347071; also: potency is read from the fitted curve at half-maximal effect; nearly all actives have a fitted effect of over 55% in size
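Yeast growth medium received pinned compounds, then yeast cells expressing toxic A-beta were added; plates incubated at 30 C for 48 hr. Growth read as absorbance at 600 nm, normalized to DMSO and equimolar FeCl3 plus clioquinol controls.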
MmCpn inh: inhibitors of Methanococcus maripaludis chaperonin (MmCpn). purified Mm-Cpn ATPase, ADP Transcreener TR-FRET. Potency, µM (top dose mostly 76.9 µM), for inactives: at the highest dose activity, negative = inhibition, usual class: inhibitors. 330,000 tested, 0.031% active; also: potency is read from the fitted curve at half-maximal effect; % is scaled to controls: 0 for no effect and ±100 for the full control effect; nearly all actives have a fitted effect of over 80% in size
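Purified archaeal Mm-CPN (25nM final) preincubated 10 min at 37degC with compound, then 10uM ATP for 30 min at 37degC; ADP measured by HTRF Transcreener TR-FRET; buffer 30 mM TRIS pH 7.4, 100mM KCl, 5mM MgCl2, 1mM DTT.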
Starred values were filed as active, the others as inactive; i = inactive; ? = inconclusive; . = not tested or not shown; [ ] = another dose, or the depositor's remark. Unless noted, calls follow the shape of the dose curve; as a rule, active = well fitted curve in the direction sought with a large enough effect; inconclusive = small, poorly fitted or top-dose-only effect, or another doubt; inactive = no such curve, though single readings can be large; an effect the other way counts as inactive or inconclusive.

mol,FUS yeast rescue,Akt phos inh,aSyn yeast inh,PTHR1 ag,HEK293 tox,GLP-1R inv ag,TDP43 rescue,Abeta yeast res,MmCpn inh
CCOC(=O)C1(CCOc2ccccc2)CCN(Cc2cccc3c2OCO3)CC1,-5%,i,2%,-37%[inhibitor],-2%,?,-17%,-10%,-7%
CCc1ccc(OC(C)c2nc(-c3ccc(-n4cccc4)cc3)no2)cc1 (stereo not drawn),-20%,.,.,-13%,2%,?,22%,-14%,.
COc1ccc(Cl)cc1NC(=O)c1cnc2n(c1=O)CCS2,-15%,i,-1%,i,1%,8%,0%,-15%,0%
Cc1cccc(C)c1N(CC(=O)NCc1ccccc1)C(=O)c1csnn1,7%,i,-6%,i,12%,-9%,-6%,-1%,1%
CCCn1ccnc1SCC(=O)Nc1c(C)n(C)n(-c2ccccc2)c1=O,.,i,1%,-21%,-24%,-19%,7%,-8%,-1%
O=C(O)c1ccccc1S(=O)(=O)CC(=O)N1CCCCC1,2%,i,-5%,-7%,-5%,10%,-9%,4%,0%
COc1ccc(CCC(=O)OCc2csc(CC(=O)Nc3ccccc3C)n2)cc1,44%,i,0%,i,4%,0%,16%,30%,-4%
O=C(O)CCCNC(=O)c1cncc(Br)c1,5%,i,0%,i,-4%,2%,15%,0%,-1%
Cc1nc2ccc(S(=O)(=O)NC(C(=O)NCc3ccc4c(c3)OCO4)C(C)C)cc2s1 (stereo not drawn),-11%,i,1%,i,?,-18%,17%,10%,-3%
Cc1cc(C)cc(N(CC(=O)NC(C)(C)C)C(=O)CNC(=O)c2cccs2)c1,12%,i,0%,-7%,-1%,-26%,-10%,-2%,4%
CN(N)c1ccc2c(C(F)(F)F)cc(C(F)(F)F)nc2n1,-7%,i,2%,i,-7%,-15%,5%,-7%,-2%
COC(=O)[C@@]12C[C@@H](CC(=O)N3CCSCC3)C(=O)N(Cc3cccc4ccccc34)C1=CCC(C)(C)C2,?,i,1%,-33%[inhibitor],-7%,?,4%,15%,.
CCOc1ccccc1NC1=NCC(=O)N1Cc1ccc(F)cc1,6%,i,-3%,-6%[57.5 µM],5%,-3%,-2%,-7%,0%
CN(Cc1ccc(C(C)(C)C)cc1)C(=O)C1CSC2(C)CCC(=O)N12 (stereo not drawn),16%,i,?,-24%,-14%,?,30%,7%,?
COc1ccc(CNC(=O)C(c2ccco2)N(C(=O)Cc2cccs2)c2cccnc2)cc1 (stereo not drawn),4%,i,1%,-13%,2%,-23%,6%,1%,-8%
CCN(C(=O)Cn1c(=O)n(-c2cc(OC)c(OC)c(OC)c2)c(=O)c2ccccc21)c1cccc(C)c1,16%,i,-1%,-10%,4%,-8%,-7%,7%,-3%
CN(CC(=O)Nc1ccc(F)c(F)c1F)C(=O)/C=C/c1ccco1,16%,i,0%,-12%,0%,-2%,-2%,-4%,1%
COC(=O)c1cccc(NC(=O)CC2C(=O)NCCN2C(=O)Nc2ccccc2)c1 (stereo not drawn),13%,i,2%,-14%,-10%,14%,-8%,1%,2%
CCN1CCN(c2ncnc3sc(C(=O)Nc4ccccc4F)c(C)c23)CC1,6%,i,-8%,i,4%,-31%,4%,3%,-1%
Cc1cccc(-c2noc(CSc3ccccc3)n2)c1,11%,i,-3%,-28%,17%,?,-13%,-7%,0%
Clc1cccc(-n2ncc3c(NCCCc4ccccc4)ncnc32)c1,-20%,.,.,-24%,-6%,?,0%,-1%,.
CN1/C(=C\C=Nc2cc(S(=O)(=O)N3CCOCC3)ccc2N2CCOCC2)C(C)(C)c2ccccc21,14%,i,0%,-5%,0%,55%[activator],6%,3%,-1%
O=C(/C=C/c1cccc(Oc2ccccc2)c1)N1CCOCC1,-7%,i,2%,-25%,-9%,20%,?,4%,0%
COC(=O)C(C)Sc1ccc2nnc(-c3ccccc3)n2n1 (stereo not drawn),-21%,i,-1%,i,6%,2%,9%,-10%,2%
CC(=O)OC1C(OC(C)=O)N(C(C)=O)C(=O)N1C(C)=O (stereo not drawn),-22%,i,1%,i,2%,8%,6%,9%,1%
CCOC(=O)c1ccc(OCC2c3cc(OC)c(OC)cc3CCN2C(=O)Cc2ccc(F)cc2)cc1 (stereo not drawn),13µM*,.,15%,i,3%,?,20µM*,5%,.
CCCCS(=O)(=O)Nc1ccc2cn[nH]c2c1,20%,i,0%,-23%,0%,-24%,-7%,-13%,1%
O=C(Cn1ccc2cc(S(=O)(=O)N3CCCC3)ccc21)NCc1ccco1,-7%,i,-1%,29%,0%,-12%,6%,9%,1%
O=C(Nc1nc2c(F)cccc2s1)c1ccc2c(c1)OCCO2,-12%,.,.,-33%[inhibitor],-13%,?,19%,-1%,.
Cc1ccc(CN2COc3c(Cl)cc4c(-c5ccccc5)cc(=O)oc4c3C2)cc1,-13%,.,.,i,29%,-5%,8%,-5%,.
COc1ccc(-c2cc3cccc(OC)c3oc2=O)cc1,10%,i,-7%,-33%,1%,?,24%,-29%,0%
COc1ccc([C@@H]2[C@@H]3C(=O)N(C(C)(C)C)C(=O)[C@@H]3[C@]3(Cc4ccc(Cl)cc4)C(=O)N(c4cccc(Br)c4)C(=O)N23)cc1,-6%,i,-1%,-19%,-17%,15%,-5%,2%,-1%
CC1CCc2cc(F)ccc2N1S(=O)(=O)c1ccc(F)cc1 (stereo not drawn),-1%,i,12%,i,-4%,?,6%,26%,-1%
CCC(=O)c1ccccc1OCCCCn1cncn1,-15%,i,1%,-3%,5%,7%,-11%,-11%,0%
c1ccn2c(c1)nc1c2nc2ccccn21,15%,i,-7%,-15%[57.5 µM],392%[activator],16%,-7%,-16%,?
COc1cccc(NC(=O)[C@H](Cc2ccccc2)NC(=O)[C@@H]2Cc3ccccc3CN2)c1,10%,i,3%,-26%,-11%,?,2%,5%,2%
Cc1ccc(S(=O)(=O)N2CC(C(=O)O)=CC[C@H]2c2ccc(Cl)cc2)cc1,24%,i,-4%,i,4%,0%,-9%,-10%,-2%
CC(=O)Nc1ccc(S(=O)(=O)Nc2nnc(Cc3ccc(Cl)cc3)s2)cc1,16%,i,0%,-2%,0%,15%,3%,-13%,1%
O=C(Nc1ccc(Cl)c(Cl)c1)NC1CCS(=O)(=O)C1 (stereo not drawn),5%,i,-38%[inhibitor],-17%,-4%,?,15%,-7%,1%
COc1ccc(C(=O)OCCc2cc3ccccc3c(=O)o2)cc1,30%,i,2%,-23%,8%,-23%,22%,-9%,0%
O=C(CSc1nc2ccccc2c(=O)n1Cc1ccc(Cl)cc1)NCc1cccs1,-19%,i,1%,-23%,-10%,9%,10%,11%,?
CCOc1ccc(C(=O)Nc2c3c(nn2C(C)(C)C)CSC3)cc1OCC,?,i,0%,i,-9%,6%,-19%,-6%,-3%

Copied from the entries so far for reference:
mol,FUS yeast rescue,Akt phos inh,aSyn yeast inh,PTHR1 ag,HEK293 tox,GLP-1R inv ag,TDP43 rescue,Abeta yeast res,MmCpn inh
O=C(Nc1nc2c(F)cccc2s1)c1ccc2c(c1)OCCO2,-12%,.,.,-33%[inhibitor],-13%,?,19%,-1%,.
Cc1ccc(CN2COc3c(Cl)cc4c(-c5ccccc5)cc(=O)oc4c3C2)cc1,-13%,.,.,i,29%,-5%,8%,-5%,.
COc1ccc(-c2cc3cccc(OC)c3oc2=O)cc1,10%,i,-7%,-33%,1%,?,24%,-29%,0%
COc1ccc([C@@H]2[C@@H]3C(=O)N(C(C)(C)C)C(=O)[C@@H]3[C@]3(Cc4ccc(Cl)cc4)C(=O)N(c4cccc(Br)c4)C(=O)N23)cc1,-6%,i,-1%,-19%,-17%,15%,-5%,2%,-1%
CC1CCc2cc(F)ccc2N1S(=O)(=O)c1ccc(F)cc1 (stereo not drawn),-1%,i,12%,i,-4%,?,6%,26%,-1%
CCC(=O)c1ccccc1OCCCCn1cncn1,-15%,i,1%,-3%,5%,7%,-11%,-11%,0%
c1ccn2c(c1)nc1c2nc2ccccn21,15%,i,-7%,-15%[57.5 µM],392%[activator],16%,-7%,-16%,?
COc1cccc(NC(=O)[C@H](Cc2ccccc2)NC(=O)[C@@H]2Cc3ccccc3CN2)c1,10%,i,3%,-26%,-11%,?,2%,5%,2%
Cc1ccc(S(=O)(=O)N2CC(C(=O)O)=CC[C@H]2c2ccc(Cl)cc2)cc1,24%,i,-4%,i,4%,0%,-9%,-10%,-2%
CC(=O)Nc1ccc(S(=O)(=O)Nc2nnc(Cc3ccc(Cl)cc3)s2)cc1,16%,i,0%,-2%,0%,15%,3%,-13%,1%

Bioassay records (PubChem)

These rows are one share of the data; the hit share may differ from the screen's.
